NOD2 RIPK2 PPI – NOD2-RIPK2 protein interaction inhibition; O43353; CHO BLA complementation NOD2-RIPK2, CCF4 ratio; inhibition, % at 4.98 µM; actives 0.38% (n = 360,000); AID 624267; in the data active means inhibition above about 21%;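 further: 0% = vehicle only and 100% = reference blocker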
EBV LMP1 NFkB – inhibitors of Epstein-Barr LMP1-induced NF-kappaB reporter | actives 0.69% (n = 350,000) | LMP1-induced NF-kappaB luciferase reporter cells, luminescence | inhibition, % at 12.5 µM; in the data active means inhibition above about 41%;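 further: 0% = neutral control wells and 100% = reference inhibitor control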
SRC2 inh – inhibits human steroid receptor coactivator 2; HEK293 GAL4-SRC2 luciferase reporter, luminescence; AID 651957; actives 0.17% (n = 370,000); Q15596; inhibition, % at 9 µM;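 active means inhibition above the mean inhibition of all tested compounds plus 3 SD, set per campaign, cut at about 52% in these data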;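 further: 0% = DMSO treated cells and 100% = cells given Gossypol at 36 µM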
COUP-TFII inh – blocks human COUP-TFII nuclear receptor. P24468. HEK293T NGFI-A luciferase reporter, luminescence. inhibition, % at 8.6 µM. actives 0.7% (n = 370,000). AID 686940;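 active means inhibition above a per-plate cutoff, mean inhibition of test wells between control levels plus 3 SD, cut at about 38% in these data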;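 further: cells cotransfected with COUP-TFII expression vector driving the NGFI-A reporter; 0% = median of COUP-TF2 test wells and 100% = reporter-only cells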
TWEAK-Fn14 inh – TWEAK-Fn14 signaling inhibition | TWEAK-stimulated Fn14 reporter cells, luciferase luminescence, 8 h | actives 2% (n = 360,000) | inhibition, % at 10 µM; in the data active means inhibition above about 50%
TRAIL sens C8 – sensitizes caspase-8 expressing cells to TRAIL. actives 1% (n = 360,000). inhibition (viability loss, TRAIL sensitization), % at 10 µM. NB7+C8 cells + TRAIL, ATPlite viability luminescence;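 active means compounds causing at least 50% loss of cell viability in the single-dose screen, relative to plate controls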
SRC3 inh – inhibits human SRC3 coactivator. Q9Y6Q9. HEK293 GAL4-SRC3 luciferase reporter, luminescence. inhibition, % at 3.6 µM. actives 0.17% (n = 360,000);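 active means inhibition above a per-campaign cutoff, the mean of all compounds plus 3 SD, cut at about 60% in these data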;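 further: 0% = DMSO-treated cells and 100% = gossypol-treated cells at 36 µM; higher means less SRC3-driven luciferase light from the GAL4 reporter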
LRH-1 inv ag – inverse agonists of human LRH-1 (NR5A2). O00482. actives 0.13% (n = 360,000). HEK293T StAR-luciferase reporter, LRH-1 transfected, 24 h. inhibition, % at 3.6 µM. AID 602396;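 active means inhibition above the mean inhibition of all tested compounds plus 3 SD, cut at about 73% in these data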;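 further: 0% = DMSO wells and 100% = reporter-only cells lacking LRH-1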
SRC1 inh – inhibits human SRC1 coactivator; inhibition, % at 3.6 µM; actives 0.12% (n = 360,000); Q15788; HEK293 GAL4-SRC1 luciferase reporter, luminescence;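 active means inhibition above the campaign mean plus 3 SD, with each screening campaign given its own cutoff, cut at about 60% in these data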;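 further: 0% = DMSO treated cells and 100% = gossypol at 36 µM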
TROY signal inh – TROY signaling inhibition | Q293 LMP1-TROYcd NF-kB luciferase reporter, 4 h | inhibition, % at 10 µM | actives 0.98% (n = 360,000) | AID 1347056;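 active means compounds whose plate-normalised and pattern-corrected inhibition of the luciferase reporter signal at the single screening dose is 50% or more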
TLR9-MyD88 block – inhibitors of human TLR9-MyD88 binding | actives 0.21% (n = 340,000) | CHO BLA complementation TLR9-MyD88, CCF4 FRET ratio | inhibition, % at 4.98 µM | Q9NR96+Q99836;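 active means inhibition above the mean over all tested compounds plus 3 SD, cut at about 21% in these data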;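 further: 0% = DMSO only wells and 100% = clavulanate BLA inhibitor control wells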
Target sequence (Q99836 whole entry, looked up): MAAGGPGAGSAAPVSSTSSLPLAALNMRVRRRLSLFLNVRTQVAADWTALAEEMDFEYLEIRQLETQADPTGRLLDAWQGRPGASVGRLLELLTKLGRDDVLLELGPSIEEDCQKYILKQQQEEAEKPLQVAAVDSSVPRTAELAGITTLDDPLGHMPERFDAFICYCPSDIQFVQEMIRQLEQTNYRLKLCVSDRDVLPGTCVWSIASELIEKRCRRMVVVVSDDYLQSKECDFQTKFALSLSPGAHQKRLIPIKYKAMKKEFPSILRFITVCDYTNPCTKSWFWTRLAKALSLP
Target sequence (Q9NR96 whole entry, looked up): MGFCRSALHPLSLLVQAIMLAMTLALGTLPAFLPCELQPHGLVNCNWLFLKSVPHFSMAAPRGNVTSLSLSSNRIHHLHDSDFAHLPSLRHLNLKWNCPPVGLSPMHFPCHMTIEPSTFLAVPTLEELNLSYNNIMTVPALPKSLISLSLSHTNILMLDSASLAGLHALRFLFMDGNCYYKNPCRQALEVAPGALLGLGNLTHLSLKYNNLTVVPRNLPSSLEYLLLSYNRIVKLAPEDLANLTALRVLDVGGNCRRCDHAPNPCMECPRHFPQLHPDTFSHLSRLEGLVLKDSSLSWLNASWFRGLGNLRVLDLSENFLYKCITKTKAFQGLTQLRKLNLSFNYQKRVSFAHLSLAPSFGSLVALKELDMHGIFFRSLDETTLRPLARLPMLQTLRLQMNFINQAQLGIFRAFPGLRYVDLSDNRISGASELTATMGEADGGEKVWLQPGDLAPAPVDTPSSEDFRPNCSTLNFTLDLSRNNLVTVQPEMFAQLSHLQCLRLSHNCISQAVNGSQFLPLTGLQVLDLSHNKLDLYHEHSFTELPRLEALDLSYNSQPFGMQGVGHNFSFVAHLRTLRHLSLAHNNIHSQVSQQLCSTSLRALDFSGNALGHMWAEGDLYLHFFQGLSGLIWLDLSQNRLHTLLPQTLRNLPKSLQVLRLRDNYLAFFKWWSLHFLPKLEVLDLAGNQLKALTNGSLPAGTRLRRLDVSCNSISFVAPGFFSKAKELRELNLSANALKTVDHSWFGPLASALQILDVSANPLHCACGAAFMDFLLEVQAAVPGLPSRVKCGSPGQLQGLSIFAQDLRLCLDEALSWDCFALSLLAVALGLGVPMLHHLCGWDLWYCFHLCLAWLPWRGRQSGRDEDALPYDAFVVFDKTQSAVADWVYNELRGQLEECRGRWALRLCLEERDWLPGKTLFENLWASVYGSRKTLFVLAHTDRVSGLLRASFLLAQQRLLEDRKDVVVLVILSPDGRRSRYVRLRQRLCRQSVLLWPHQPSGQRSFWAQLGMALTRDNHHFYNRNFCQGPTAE
Active calls of the source: *; / = no result given; & = joins results of further samples. These rows are one share of the data, so the mix of outcomes need not match the whole.

SMILES	NOD2 RIPK2 PPI	EBV LMP1 NFkB	SRC2 inh	COUP-TFII inh	TWEAK-Fn14 inh	TRAIL sens C8	SRC3 inh	LRH-1 inv ag	SRC1 inh	TROY signal inh	TLR9-MyD88 block
COc1ccc(C2CC(c3cccs3)=NN2C(=O)CSc2nc(=O)n3ccccc3n2)cc1 (configuration not stated)	-5	-1	-38	0	-1	-1	-19	-33	-18	-23	-6
CCOc1ccc(NC(=O)CCN2CCN(c3ccccc3)CC2)cc1	-7	5	-3	20	-3	-8	-7	26	0	24	-1
COCCCNC(=O)c1c(-c2ccccc2)noc1C	-5	3	-9	-2	-12	-11	-29	-118	-29	3	-5
CCN1CCN(C(=O)C(=O)c2c(C)[nH]c3ccccc23)CC1	-3	-4	6	16	30	12	9	11	-4	7	-11
COCCCN(C(=O)CSc1nc2ccccc2c(=O)n1C)c1c(N)n(Cc2ccccc2)c(=O)[nH]c1=O	6	3	-8	10	8	-15	-1	13	-7	-9	-6
O=C(O)c1cccc(-c2ccc(/C=N/n3cnnc3)o2)c1	-5	-6	-25	16	6	1	-94	-39	4	-54	-4
COc1cc(C(C)=O)ccc1OC(=O)c1cc2cccc(OC)c2oc1=O	4	4	4	7	18	-27	7	-3	-10	6	4
O=C(COC(=O)CCC(=O)c1ccc(F)cc1)Nc1cccc(S(=O)(=O)N2CCCC2)c1	-8	-7	6	-2	6	-15	7	-44	-17	5	-2
C=CCN(CC=C)C(=O)C1CCN(S(=O)(=O)c2ccc(-n3cnnn3)cc2)CC1	7	-7	-24	13	-17	-1	15	-2	11	1	2
C1CCN2CC3CC(CN4CCCC[C@@H]34)[C@H]2C1	5	-10	11	-3	-10	-1	3	-1	-4	5	1
CCOc1ccccc1C1C(C(N)=O)=C(C)Nc2nc(CCCO)nn21 (configuration not stated)	-12	0	18	13	10	1	12	20	-12	-16	2
CN=C1SC(CC(=O)NCCc2ccc(OC)c(OC)c2)C(=O)N1C (configuration not stated)	-12&12	-3&1	-44&18	-2&-8	-3&-34	-19&7	1&-14	3&5	5&3	14&23	1&-9
Cc1c(C(C)NC(=O)c2cc(COc3cccc4cnccc34)on2)cnn1C (configuration not stated)	1	29	44	56*	42	10	47	34	29	24	8
NS(=O)(=O)c1ccc(CCNC(=O)c2cccc(S(=O)(=O)N3CCCC3)c2)cc1	-6	-5	-5	4	8	-4	3	8	-2	27	-3
O=C1NC(=S)N/C1=C\c1cccnc1	-3	10	36	32	50*	2	44	-7	49	32	-2

Two entries from above, as labelled records.
molecule: COCCCNC(=O)c1c(-c2ccccc2)noc1C
  NOD2 RIPK2 PPI = -5; EBV LMP1 NFkB = 3; SRC2 inh = -9; COUP-TFII inh = -2; TWEAK-Fn14 inh = -12; TRAIL sens C8 = -11; SRC3 inh = -29; LRH-1 inv ag = -118; SRC1 inh = -29; TROY signal inh = 3; TLR9-MyD88 block = -5
molecule: CCN1CCN(C(=O)C(=O)c2c(C)[nH]c3ccccc23)CC1
  NOD2 RIPK2 PPI = -3; EBV LMP1 NFkB = -4; SRC2 inh = 6; COUP-TFII inh = 16; TWEAK-Fn14 inh = 30; TRAIL sens C8 = 12; SRC3 inh = 9; LRH-1 inv ag = 11; SRC1 inh = -4; TROY signal inh = 7; TLR9-MyD88 block = -11

(further entries)
SMILES	NOD2 RIPK2 PPI	EBV LMP1 NFkB	SRC2 inh	COUP-TFII inh	TWEAK-Fn14 inh	TRAIL sens C8	SRC3 inh	LRH-1 inv ag	SRC1 inh	TROY signal inh	TLR9-MyD88 block
CCN1C(=O)C2C(c3ccccc3F)NC(Cc3ccc(O)cc3)(C(=O)OC)C2C1=O (configuration not stated)	-11	-2	18	20	-1	-8	-21	-14	9	-22	-7
Cc1ccc(-c2csc(NC(=O)/C=C/c3ccco3)c2C(=O)O)cc1	-20	11	-48	-13	-5	33	-76	-169	-100	-6	2
Clc1cccc(Cc2c(-c3cccc(Cl)c3)nc3c4ccccc4ccn23)c1	9	/	-2	5	5	9	/	19	/	-69	/
CSCC[C@H](NC(=O)[C@H](Cc1ccccc1)n1c(=O)[nH]c2ccccc2c1=O)C(=O)N1CCC[C@H]1C(=O)O	2	-2	4	4	-7	-6	-17	-12	-11	7	-8
CCC1Nc2ncnc(N3CCCCC3)c2N(Cc2ccc(OC)cc2)C1=O (configuration not stated)	0&4	0	16&-30	4&10	-2&-9	7&14	6&3	6&-21	-3&-3	1&14	7
COc1ccc(NC(=O)C(C)N2C(=O)c3ccccc3C2=O)cc1S(=O)(=O)N1CCOCC1 (configuration not stated)	-9	11	1	7	-23	-5	13	9	-25	-2	6
COc1ccc(/C=C/C(=O)OCC(=O)Nc2ccc(OC)c(S(=O)(=O)N3CCCCC3)c2)cc1	6	-11	3	2	-22	14	10	9	6	-30	-4
Cc1cccc(CSCC(=O)N2CCN(S(=O)(=O)c3ccccc3C#N)CC2)c1	-13	-2	5	0	3	3	9	8	-4	-17	-3
O=C(N/N=C/c1c(O)ccc2ccccc12)C(=O)N1CCCC1	3	24	14	18	8	7	26	26	24	22	-11
COc1ccccc1CNC(=O)C1CCC(CNS(=O)(=O)c2ccc(C)cc2)CC1 (configuration not stated)	6	1	-8	10	22	10	-1	6	11	17	-14
O=C(Cn1cnc2c(OCc3ccccc3)ncnc21)NCCN1CCOCC1	-15	4	-25	3	-1	-8	8	-23	-50	8	-6
COc1cccc(C(=O)NC(c2ccccc2)C2CCCC2)c1 (configuration not stated)	3	6	4	2	-9	-8	8	-22	0	11	7
CCOc1ccc(-c2cc(CCCC(=O)NCc3ccc(C)cc3)no2)cc1	5	-3	65*	44*	3	15	7	33	13	-27	-3
Cc1ccc(C(=O)Nc2cccc(-c3ccc(N4CCOCC4)nn3)c2)cc1C	-7	-9	-43	-16	-25	44	-99	-75	-66	-59	6
CC(C)[C@H](NC(=O)OC(C)(C)C)c1cc(C(=O)NCCc2c[nH]c3ccccc23)c(N)s1	-7	/	6	24	/	-3	/	2	/	/	/
CCOC(=O)[C@]12CCCC=C1N(Cc1cccc3ccccc13)C(=O)[C@H](CC(=O)N1CCSCC1)C2	2	/	-32	15	10	-12	/	-11	/	-13	/
COc1ccc2[nH]c(=O)c(CN(CCCN(C)C)C(=O)Nc3ccccc3)cc2c1	1	2	17	-2	-14	-1	11	4	4	21	1
Cc1ccc(-c2nc(C#N)c(N3CCCCC3)o2)cc1	-10	1	-25	1	-25	0	-17	-11	1	-19	2
CS(=O)(=O)c1nc(S(=O)(=O)c2ccc(Cl)cc2)c(NCCCn2ccnc2)s1	4	6	-10	-18	19	-14	16	14	-39	-18	-3
O=C(CSc1ncn[nH]1)Nc1cc(S(=O)(=O)N2CCCC2)ccc1Cl	-4	-6	0	7	-6	2	15	7	4	-2	-8
O=C(C1CCN(S(=O)(=O)N2CCC3(CC2)OCCO3)CC1)N1CCc2ccccc2C1	-12	-19	-16	-10	-6	-6	0	18	1	-2	5
CC1CCc2sc3nc(N4CCN(CCO)CC4)n4ncnc4c3c2C1 (configuration not stated)	-4	-15	-22	-23	-63	-8	-58	-3	-54	-54	2
CC(C)NC(=O)NC(=O)COC(=O)c1ccc(NC(=O)CC#N)cc1	-43	-1	-22	4	-8	-3	8	2	-7	-1	-9
CN1C(=O)N(c2cccc3ccccc23)C(n2cncn2)C1(C)C (configuration not stated)	-10	-7	1	2	-5	-12	13	9	3	-9	-4
CN(C)CCCOc1nn(Cc2ccccc2)c2ccccc12	11	-4	-4	3	5	11	-6	-11	-4	-3	-5
COc1ccc(/C=N/NS(=O)(=O)c2ccccc2)cc1OC(=O)c1ccc(C)cc1	0	11	-12	-4	26	-11	11	-10	-2	15	2
COc1cccc(C(=O)C[n+]2cccc3cc(OC)ccc32)c1	-5	-16	-6	-26	2	-2	8	13	5	-1	-9
COc1ccc(N=CC=C2OC(C)(C)C(C)(C)O2)cc1OC	-3	-1	12	5	-12	-4	13	-1	6	4	14
Cc1cc2nc(C3CCCN(C(=S)Nc4ccccc4C)C3)[nH]c2cc1C (configuration not stated)	-12	5	21	45*	-29	5	7	15	14	11	8
CCCn1c(=S)[nH]c2cc(C(=O)NCc3ccccc3OC)ccc2c1=O	16	10	-25	-2	3	12	-6	-10	-4	28	6
Cc1nc2ccccc2nc1Nc1cccc(Cl)c1	-8	-9	-10	-18	12	-5	0	24	13	-23	4
O=C(CN1CCOCC1)Nc1ccc(S(=O)(=O)N2CCCCCC2)cc1	-1	-11	-9	10	-20	10	15	-5	-7	-38	0
O=C(NCCc1cccc(Cl)c1)c1cccnc1	2	-19	-49	-31	-11	-11	-29	-40	-32	-46	-6
C=CCOc1ccc(Cl)cc1-c1noc(-c2csc([C@H]3C[C@H](O)[C@@H](CO)O3)n2)n1	2	/	-68	-29	-33	7	-20	2	-2	-15	/
O=C(c1cccs1)C1C(c2ccc(Br)cc2)NC(=S)NC1(O)C(F)(F)F (configuration not stated)	4	-4	-36	11	-15	5	-16	-20	-6	-55	2
Cc1c(C(=O)NCc2ccc3c(c2)OCO3)oc2ccc(S(=O)(=O)N3CCCCCC3)cc12	-7	14	17	19	49	22	2	8	17	13	7
N/C(=N\OC(=O)c1cccc([N+](=O)[O-])c1)c1ccccn1	-2	12	-59	-52	23	16	-56	-75	-121	9	-3
COc1cc(C(C)=O)ccc1OCC(O)CN1CCN(c2c(C)cccc2C)CC1 (configuration not stated)	-10	6	-7	-7	-26	10	-9	-2	-39	8	7
O=C1CCCC2=C1C(O)(C(F)(F)F)C(=O)N2Cc1ccccc1 (configuration not stated)	6	6	17	5	-8	24	4	-6	9	-5	0
COc1ccc(N2C(N)=NC(N)=NC23CCCC3)cc1	-3	-12	-14	-5	4	14	2	-10	-9	-1	3
COc1cccc(C2CC(c3ccc(C)cc3)=NN2C(=O)c2ccccc2F)c1OC (configuration not stated)	4	-25	-9	4	15	6	-12	7	-2	12	-7
CCN(CC)C(=O)CSc1nc2[nH]ncc2c(=O)[nH]1	-5	-2	-1	7	3	5	6	-8	-29	3	3
FCCCOc1ccc(-c2nccc(-c3ccc(Br)cc3)n2)cc1	9	4	-11	-13	-26	9	11	-19	7	-10	-10
Cc1cc(C)nc(N(C#N)Cc2cccc([N+](=O)[O-])c2)n1	-10	-9	-14	-2	0	-9	5	5	4	6	3
O=[N+]([O-])c1ccc2nc(NS(=O)(=O)c3ccccc3[N+](=O)[O-])sc2c1	-15	-5	-26	5	-14	14	-4	19	-12	-14	2
COc1cc(/C=C(\NC(C)=O)C(=O)Nc2ccc(NC(C)=O)cc2)ccc1OC(C)=O	-5	3	-14	-30	2	3	14	-11	-1	20	-1
COc1cc(OC)c(C2C(C#N)=C(N)OC3=C2C(=O)CC(C)C3)cc1OC (configuration not stated)	-7	-6	-3	3	3	6	15	2	-1	7	-7
Cc1cccc(N(C)C(=O)c2cnn(-c3ccccc3)c2C)c1	3	-7	-18	5	5	-9	0	-3	-8	3	5
COc1ccc(CNC(=O)C2CCN(S(=O)(=O)N3CC(C)CC(C)C3)CC2)cc1 (configuration not stated)	-10	9	20	-7	0	5	13	-8	4	14	5
Cc1cccc(/C(N)=N/OC(=O)CCCc2ccccc2)c1	-13	-9	-21	-7	-27	-3	-19	-3	-12	-64	-7
COc1ccccc1CNC(=O)c1oc2ccc(S(=O)(=O)N3CCOCC3)cc2c1C	-12	5	-20	-10	52*	6	9	-10	2	-2	-6
